Screens: PubChem BioAssay, The Scripps Research Institute Molecular Screening Center
TEAD-YAP inh = TEAD-YAP interaction inhibition; HEK-TIYL cells, TEAD-Gal4/YAP UAS-luciferase luminescence; inhibition, % at 9.12 µM; 640,000 compounds, 1.4% hits; in the data active = inhibition above about 32%;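 note: 0% = median of test compound wells and 100% = reference inhibitor wells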
GPR151 activ = human GPR151 activation; Q8TDV0; PathHunter beta-arrestin GPR151 cells, luminescence; activation, % at 11.2 µM; 650,000 compounds, 1% hits; in the data active = activation above about 4.9%;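 note: 0% = median of compound wells and 100% = cells with positive control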
MITF inh = blocks human microphthalmia-associated transcription factor | O75030 | AlphaScreen MITF homodimerization, bead proximity signal | inhibition, % at 2.6 µM | 650,000 compounds, 0.91% hits | AID 1259374; in the data active = inhibition above about 50%;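 note: 0% = vehicle wells with protein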
FBW7 activator = activators of human E3 ligase FBW7; 650,000 compounds, 0.13% hits; Q969H0; AID 1259310; normalized activity (activation), % at 26.1 µM; AlphaScreen FBW7–phospho-cyclin E peptide binding, activator screen; in the data active = normalized activity above about 1.9%;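 note: purified mutant Fbw7 with reduced substrate affinity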
Target sequence (Q969H0 whole entry, looked up): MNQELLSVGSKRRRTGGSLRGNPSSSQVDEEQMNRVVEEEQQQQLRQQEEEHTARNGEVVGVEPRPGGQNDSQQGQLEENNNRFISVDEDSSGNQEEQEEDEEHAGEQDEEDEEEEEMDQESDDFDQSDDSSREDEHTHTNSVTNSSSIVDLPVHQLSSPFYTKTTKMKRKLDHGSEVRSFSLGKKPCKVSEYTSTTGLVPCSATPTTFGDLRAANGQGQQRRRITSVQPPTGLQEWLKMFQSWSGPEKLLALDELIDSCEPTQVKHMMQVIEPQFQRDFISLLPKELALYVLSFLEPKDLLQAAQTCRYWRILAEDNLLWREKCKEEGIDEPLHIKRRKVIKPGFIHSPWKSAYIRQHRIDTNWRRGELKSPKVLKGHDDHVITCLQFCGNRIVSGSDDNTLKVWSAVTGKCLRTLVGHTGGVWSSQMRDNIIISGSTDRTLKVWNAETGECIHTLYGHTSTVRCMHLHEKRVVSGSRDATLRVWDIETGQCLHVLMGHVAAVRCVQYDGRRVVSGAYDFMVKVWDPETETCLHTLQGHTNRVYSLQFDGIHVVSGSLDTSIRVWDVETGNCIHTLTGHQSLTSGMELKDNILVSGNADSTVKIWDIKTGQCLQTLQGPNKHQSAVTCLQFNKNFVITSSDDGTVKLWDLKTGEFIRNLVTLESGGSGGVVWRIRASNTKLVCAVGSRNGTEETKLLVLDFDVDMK
* hit, by the source's call. No enrichment for hits, and some 3.4% of all compounds hit somewhere here.

Molecule | TEAD-YAP inh | GPR151 activ | MITF inh | FBW7 activator
CS(=O)(=O)N(CC(=O)Nc1ccccc1C(F)(F)F)c1cccc([N+](=O)[O-])c1 | -4 | 1.2 | 14 | -0.1
CCCc1ccc(Oc2cc(Cl)nc(N)n2)cc1 | -10 | -0.1 | 1 | 0.0
COC(=O)C1=C(C)N(C)C(C)=C(C(=O)OC)C1c1cc(OC)c(OC)c(OC)c1 | 7 | 2.0 | -6 | -0.4
C=CCc1cc(OC)ccc1OCCN1CCCC1 | 2 | -0.2 | 41 | -0.1
CC(c1ccccc1)n1cc(C(=O)NCc2ccccn2)nn1 (centres undefined) | 6 | 0.5 | 9 | 0.0
COCCNc1c(-c2ccccc2O)nc2cnccn12 | 2 | -0.4 | 7 | -0.1
COc1cc([N+](=O)[O-])cc2c1OC1(C=C2)N(C)c2ccccc2C1(C)C (centres undefined) | -3 | -0.2 | 22 | 0.0
COC(=O)[C@@H]1C[C@@H](NC(=O)c2ccccc2F)CN1Cc1ccc(Cl)cc1 | 6 | -1.0 | -2 | 0.0
O=C(c1ccco1)N1CCC(O)(c2ccccn2)CC1 | -7 | 1.8 | 6 | -0.1
OC1CCCN(Cc2cccc3ccccc23)C1 (centres undefined) | -5 | -0.8 | -5 | -0.1
CCOC(=O)CCC(=O)N1CCN(CCNC(=O)c2ccsc2)CC1 | 10 | -0.3 | 8 | 0.0
CC(=O)Nc1c2c3c(cccc3n(C)c1=O)C(=O)c1ccccc1-2 | 8 | -0.1 | -8 | 0.1
CCOc1ccccc1NS(=O)(=O)c1ccc(OC)c(Cl)c1Cl | -11 | 0.5 | -1 | 0.0
COC(=O)c1c(NC(=O)/C=C/C(=O)O)sc(C)c1-c1ccc(C)cc1 | 23 | -1.3 | -4 | 0.0
O=C1CC2(CCN(C(=O)c3cc(F)cc(F)c3)CC2)Oc2ccccc21 | 0 | -0.2 | -23 | 0.0
COc1ccc(Nc2nncc(=O)[nH]2)cc1 | 0 | -1.9 | 4 | 0.1
O=C(NC(c1ccccc1)c1cnccn1)C1CCN(C(=O)CCC2CCCC2)CC1 (centres undefined) | -4 | -0.1 | 5 | 0.4
Cc1ccc(S(=O)(=O)c2nc(C)oc2N2CCCCC2)cc1 | -3 | -0.1 | 2 | 0.2
COc1ccc(/C=N\Nc2cn[nH]c(=O)c2Cl)c(OC)c1 | -14 | -0.8 | 18 | 0.0
Cc1cccc(C(=O)N2CC(C)CC(C)C2)c1 (centres undefined) | 6 | 5.6* | 9 | 0.2
CCOc1ccccc1C(=S)N1CCN(CCO)CC1 | 2 | 0.8 | 8 | -0.1
CCOc1cc(CN2CCN(CC3CC4C=CC3C4)CC2)ccc1OC (centres undefined) | 1 | -0.7 | 33 | 0.1
Cc1cc(C)n(-c2cccc(C(=O)NCC3Cc4cccc(-c5ncccn5)c4O3)c2)n1 (centres undefined) | -3 | -0.4 | -3 | 0.1
CCOC(=O)C1=C(C)Nc2ncnn2C1c1ccccc1 (centres undefined) | 15 | 3.2 | 12 | 0.9
COC(=O)c1ccc(CN2CCN(c3ccc(C(C)=O)cc3)CC2)cc1 | -4 | -0.5 | 38 | -0.1
Cc1cccc(-n2c(-c3ccccc3)cc3c2CC(C)(C)CC3=O)c1C | -14 | 0.4 | 1 | -0.1
Cc1cc(OCC(=O)Nc2ccc(C(=O)OC(C)C)cc2)cc(C)c1Cl | -1 | 0.5 | 9 | 0.0
COc1ccc(CCNCC(=O)N2c3ccccc3C(C)CC2(C)C)cc1 (centres undefined) | 4 | -0.5 | 14 | 0.1
Cc1ccc(C2CC(C(F)(F)F)n3nc(C(=O)N4CCCCC4)cc3N2)cc1 (centres undefined) | 10 | 0.8 | -5 | -0.1
COc1ccc(N2C(=O)CC(N3CCN(C(c4ccc(F)cc4)c4ccc(F)cc4)CC3)C2=O)cc1 (centres undefined) | -1 | -1.1 | 6 | 0.0
Cc1ccc(Nc2nnc(-c3ccc(C)c(S(=O)(=O)NCC4CCCO4)c3)c3ccccc23)c(C)c1 (centres undefined) | 4 | 0.5 | -4 | 0.1
CNC(=S)N/N=C(\C)c1ccc2c(c1)OCCO2 | -3 | 1.1 | 9 | 0.1
CN(C)c1ccc(NC(=O)CSc2nc3ccccc3c(=O)n2C2CCCC2)cc1 | -1 | 4.1 | 11 | -0.1
COC(=O)/C(=C/C(=O)c1ccc(Cl)cc1)Nc1ccc(OC)cc1 | -15 | 0.0 | 8 | 0.1
CCOC(=O)CSc1nc2c(c(=O)[nH]c(=O)n2C)n1Cc1ccccc1Cl | 11 | 0.0 | -3 | 0.1
O=C1CC(N2CCN(c3ccc(F)cc3)CC2)C(=O)N1c1cccc(Br)c1 (centres undefined) | 2 | -0.4 | 1 | 0.1
COc1cc(C=NCC2CCCO2)ccc1OCc1ccc(Cl)nc1 (centres undefined) | -49 | -0.5 | 5 | 0.1
COc1ccc(C2=Nc3ccccc3N=C(c3ccc4ccccc4c3O)C2)cc1 | -30 | 0.5 | 2 | 0.0
CCCS(=O)(=O)NNC(=O)CCN1CCN(Cc2ccccc2)CC1 | 1 | 2.5 | 11 | 0.3
COc1ccccc1-n1c(-c2nn(C)cc2Cl)n[nH]c1=S | -1 | 0.0 | 13 | 0.0
CS(=O)(=O)N1CCN(C(=O)c2ccncc2)CC1 | 6 | 5.6* | 1 | 0.0
COc1cccc(F)c1C(C[N+](=O)[O-])c1c(N)n(C)c(=O)n(C)c1=O (centres undefined) | 16 | 1.4 | 0 | 0.0
Cc1cc(C)n(-c2cc(Cl)ccc2[N+](=O)[O-])n1 | -9 | 0.4 | 3 | -0.1
O=C(Nc1ccc(N2CCCCS2(=O)=O)cc1)c1cc(Cl)ccc1Cl | -18 | -0.3 | 16 | 0.1
O=C1COC(=NC2CCCCC2)N1C1CCCCC1 | -5 | 0.0 | -5 | 0.0
CCOC(=O)c1cnc2ccc(C(=O)OC)cc2c1Nc1ccc(OC(C)C)cc1 | -6 | 1.0 | 11 | -0.1
COc1ccccc1N1C(=O)/C(=C/c2ccc(-c3ccc([N+](=O)[O-])cc3)o2)C=C1c1ccccc1 | 4 | 0.6 | 6 | -0.2
COC(=O)c1sc2nc(N3CCCCC3)c3c(c2c1N)CC(C)(C)OC3 | 2 | 3.2 | -2 | -0.2
NC(=O)c1ccccc1NC(=S)NC(=O)C1CCCCC1 | 13 | 0.2 | 4 | 0.0
CC(C)(C)NC(=O)c1nc2c(nnn2Cc2ccccc2Cl)c(=O)[nH]1 | -2 | -0.2 | 36 | 0.0
COc1ccc(CCN2CCC(NCCc3ccccn3)CC2)cc1 | 7 | 0.0 | 8 | 0.7
O=C(N/N=C/c1ccccc1[N+](=O)[O-])c1ccc(O)cc1 | -37 | 0.4 | -2 | 0.4
CCCOC(=O)c1c(NC(=O)C2CCCCC2C(=O)O)sc(C)c1C (centres undefined) | -5 | -0.8 | 14 | 0.1
CC(C)CC(C(=O)NC(C)(C)C)N(C(=O)c1snc(C(N)=O)c1N)c1ccccc1 (centres undefined) | -6 | 1.2 | 7 | -0.1
O=C1C(=O)N(CCCN2CCOCC2)C(c2ccccc2)/C1=C(\O)c1ccc(Br)cc1 (centres undefined) | -2 | -1.4 | 2 | -0.1
O=C(c1cnc(N2CCN(c3ccccn3)CC2)c2ccccc12)N1CCN(c2ccccc2)CC1 | 5 | -0.9 | 2 | -0.7
C=CCN(CC(=O)NC1CCCCC1)C(=O)C(=O)Nc1ccc2c(c1)OCO2 | -2 | 0.5 | 3 | 0.0
CC1(C)Oc2ccc(C(=O)NC3CC3)cc2N(Cc2c(F)cccc2Cl)C1=O | 15 | 4.5 | -17 | 0.2
COc1cccc(NC(=O)C2C3C=CC4(O3)C2C(=O)N(Cc2ccc(F)cc2)C4C(=O)NC2CCCCC2)c1 (centres undefined) | -7 | 1.8 | -4 | 0.0
COc1ccc(C2(C(=O)Nc3cccc(C)c3)CCCC2)cc1OC | -16 | -0.1 | -10 | 0.0

Following part
Molecule | TEAD-YAP inh | GPR151 activ | MITF inh | FBW7 activator
CS(=O)(=O)N(CC(=O)N1CCC(C(N)=O)CC1)c1cc(Cl)c(Cl)cc1Cl | 10 | 0.5 | 5 | 0.1
O=C(O)COc1cnc2ccccc2n1 | 9 | 1.4 | 9 | 0.0
Cc1nc(NC(=O)c2ccccc2O)sc1C | -56 | 3.6 | 5 | 0.7
CC(C)(C)c1ccc(C(=O)Nc2cc(C(=O)NCc3cccc(Cl)c3)ccc2N2CC3CC(C2)c2cccc(=O)n2C3)cc1 (centres undefined) | 20 | -0.2 | 12 | 0.1
CC(C)(C)NC(=O)/C=C/c1ccc(C(F)(F)F)cc1 | -36 | -0.6 | 3 | 0.0
CCCN1CCN(c2ncnc3sc(C(=O)Nc4cc(OC)c(OC)c(OC)c4)c(C)c23)CC1 | -1 | 1.3 | 11 | 0.1
Cn1cc(CNC(=S)NCc2ccc(Cl)cc2)cn1 | 0 | 0.0 | -2 | -0.1
O=C(O)CNC(=O)c1ccc(Br)o1 | -2 | 0.2 | 4 | -0.1
Cc1ccc(Cn2cnc3c(oc4ccccc43)c2=O)cc1 | 7 | -0.4 | 4 | 0.5
CCOCCSc1nc2c(c(=O)[nH]c(=O)n2C)n1CCC(C)C | 0 | 1.8 | 8 | -0.1
COc1cc(Br)c(C2C(C#N)=C(C)NC(C)=C2C(N)=O)cc1O (centres undefined) | 4 | -2.0 | 19 | -0.1
COc1ccc(N=C2SC(C(N)=O)CC(=O)N2CCc2ccc(OC)c(OC)c2)cc1 (centres undefined) | -5 | 0.0 | 13 | 0.1
COCCCN1C(=O)CC(CC(=O)NCCc2cccc(F)c2)(c2ccccc2)C1=O (centres undefined) | -54 | 1.5 | -6 | 0.0
O=C(NCCc1c[nH]c2ccccc12)/C(=C\c1cccnc1)NC(=O)c1cccs1 | 5 | 0.9 | 12 | 0.2
COC(=O)c1cc2c(=O)n3ccccc3nc2n(C2CCCCC2)c1=N | 3 | 0.3 | -15 | 0.1
NCC(O)COc1ccc2c(c1)OCO2 (centres undefined) | 32 | 2.2 | 1 | 0.9
O=c1[nH]c(=O)c2ncn(C3OC(CO)C(O)C3O)c2[nH]1 (centres undefined) | 1 | 0.7 | 1 | 0.2
CCOC(=O)c1oc2cc(O)ccc2c(=O)c1-c1ccon1 | 5 | 2.0 | -12 | 0.0
O=C(CSc1n[nH]c(-c2ccco2)n1)Nc1ccc(Br)cc1 | 16 | -0.3 | 9 | 0.8
CCCC(C)NC(=O)Cn1nnc2ccccc2c1=O (centres undefined) | -7 | -1.7 | 10 | 0.1
COc1cc(/C=C/C(=O)c2ccc(F)cc2)cc(OC)c1OC | 26 | 3.7 | 2 | -0.1
Cn1ccnc1SCN1C(=O)c2ccccc2C1=O | -9 | 1.1 | -13 | 0.3
C=C(C)CCC(C)N1CCC(n2nccc2NC(=O)Nc2cccc(F)c2)CC1 (centres undefined) | 6 | 1.6 | -1 | -0.1
NC(=O)c1c(NC(=O)c2ccc([N+](=O)[O-])s2)sc2c1CCN(Cc1ccccc1)C2 | 10 | 0.2 | 13 | -0.2
O=C(CCn1cnnn1)N1CCCC(N2CCN(c3ccccc3)CC2)C1 (centres undefined) | 0 | 0.2 | -4 | 0.1
Cn1c(CSc2nc3ccc(Br)cc3[nH]2)nc2ccccc21 | 3 | -0.4 | -3 | -0.1
CCC(C)NC(=O)CCc1nc2cccnc2n1Cc1cccs1 (centres undefined) | 0 | 0.3 | 10 | 0.0
O=S(=O)(NC1CCCCC1)c1cccc2cccnc12 | -15 | 1.1 | -6 | -0.3

Sorted by molecular weight (ascending): eleven of the compounds above.
Molecule | TEAD-YAP inh | GPR151 activ | MITF inh | FBW7 activator
NCC(O)COc1ccc2c(c1)OCO2 (centres undefined) | 32 | 2.2 | 1 | 0.9
Cn1ccnc1SCN1C(=O)c2ccccc2C1=O | -9 | 1.1 | -13 | 0.3
O=c1[nH]c(=O)c2ncn(C3OC(CO)C(O)C3O)c2[nH]1 (centres undefined) | 1 | 0.7 | 1 | 0.2
O=S(=O)(NC1CCCCC1)c1cccc2cccnc12 | -15 | 1.1 | -6 | -0.3
CCOC(=O)c1oc2cc(O)ccc2c(=O)c1-c1ccon1 | 5 | 2.0 | -12 | 0.0
COc1cc(/C=C/C(=O)c2ccc(F)cc2)cc(OC)c1OC | 26 | 3.7 | 2 | -0.1
CCC(C)NC(=O)CCc1nc2cccnc2n1Cc1cccs1 (centres undefined) | 0 | 0.3 | 10 | 0.0
COC(=O)c1cc2c(=O)n3ccccc3nc2n(C2CCCCC2)c1=N | 3 | 0.3 | -15 | 0.1
O=C(CCn1cnnn1)N1CCCC(N2CCN(c3ccccc3)CC2)C1 (centres undefined) | 0 | 0.2 | -4 | 0.1
Cn1c(CSc2nc3ccc(Br)cc3[nH]2)nc2ccccc21 | 3 | -0.4 | -3 | -0.1
O=C(CSc1n[nH]c(-c2ccco2)n1)Nc1ccc(Br)cc1 | 16 | -0.3 | 9 | 0.8
